# High-throughput results deposited in PubChem BioAssay by several laboratories.
# Rin1-Abl PPI inh = inhibitors of Rin1-Abl protein binding, primary screen, biochemical, TR-FRET | Tyrosine-protein kinase ABL1 (Homo sapiens) + Ras and Rab interactor 1 (Homo sapiens), … | inhibition, % at 7.35 µM | 360,000 tested, 0.4% active | AID 588664, 2011; in the data active = inhibition above about 5%, passing the limit was not always enough
# LMPTP inh = LMPTP phosphatase inhibitors, primary screen, biochemical, fluorescence intensity, uHTS; Low molecular weight phosphotyrosine protein phosphatase (Homo sapiens), P24666; recombinant LMPTP-A, OMFP fluorogenic substrate; inhibition, % at 20 µM; 360,000 tested, 0.22% active;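 active = compounds that cut the enzyme signal by at least half of the control window in the single-dose screen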;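 also: plate controls were DMSO wells with enzyme plus substrate for no effect and substrate without enzyme for full effect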
# Target sequence (P24666 whole entry, looked up): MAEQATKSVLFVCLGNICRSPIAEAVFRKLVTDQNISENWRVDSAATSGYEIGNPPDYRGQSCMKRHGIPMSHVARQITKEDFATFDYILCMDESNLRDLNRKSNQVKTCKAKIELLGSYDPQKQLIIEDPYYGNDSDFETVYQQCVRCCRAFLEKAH
#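 Assay system: LMPTP-A, protein tyrosine phosphatase of low molecular weight / Medium: pH 6.0 Bis-Tris buffer with DTT and Triton X-100 / Schedule: 50 min enzyme reaction at room temperature, protected from light / Measured by: endpoint fluorescence intensity from OMFP dephosphorylation / Read-out basis: % inhibition relative to no-enzyme and uninhibited control wells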
# DNMT1 inh = human DNMT1 methyltransferase inhibitors, primary screen, biochemical, molecular beacon, fluorescence, HinP1I cleavage, uHTS | inhibition (reported as % activation of signal), % at 10 µM | DNA (cytosine-5)-methyltransferase 1 (Homo sapiens), P26358 | 360,000 tested, 0.83% active; in the data active = inhibition above about 50%
# NadD block = inhibitors of S. aureus NadD, primary screen, biochemical, colorimetric, uHTS; inhibition, % at 20 µM; 360,000 tested, 0.78% active; Nicotinate-nucleotide adenylyltransferase NadD (Staphylococcus aureus N315); purified NadD enzyme, colorimetric absorbance read-out; in the data active = inhibition above about 26%; also: some compounds past the cut are filed as inactive
# STEP inh = STEP phosphatase inhibitors, primary screen, biochemical, fluorescence intensity, uHTS; Tyrosine-protein phosphatase non-receptor type 5 (Homo sapiens), P54829; 360,000 tested, 0.25% active; recombinant STEP, OMFP fluorogenic substrate; inhibition, % at 20 µM; AID 588621, 2011;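 active = inhibition at 20 µM, scaled per plate between control wells, above about 37%, limit read from the data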;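 also: 0% = DMSO with enzyme and substrate and 100% = substrate only without enzyme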
#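 System: STEP (striatal-enriched tyrosine phosphatase) enzyme, cell-free; medium: Bis-Tris pH 6.0 buffer with DTT, detergent; dosing: 20 µM, 1% DMSO; times: reaction 20 min, ambient temperature; detection: fluorescence, 480/540 nm; read-out basis: normalized % inhibition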
# SUMO1 PPI mod = modulators of SUMO1 protein-protein interactions, primary screen, biochemical, uHTS; AID 602429, 2012; SUMO1 binding to a labelled peptide, TR-FRET, 1 h; 360,000 tested, 0.33% active; inhibition, % at 20 µM; Small ubiquitin-related modifier 1 (Homo sapiens), P63165; in the data active = inhibition above about 37%
# Target sequence (P63165 whole entry, looked up): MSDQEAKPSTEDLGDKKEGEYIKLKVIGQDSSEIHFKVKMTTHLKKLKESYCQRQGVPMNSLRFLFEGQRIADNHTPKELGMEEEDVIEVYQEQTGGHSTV
# Neddylation inh = inhibitors of cullin neddylation, primary screen, biochemical, TR-FRET, uHTS, NAE and Ubc12 | NEDD8-conjugating enzyme Ubc12 (Homo sapiens) + NEDD8-activating enzyme E1 regulatory … | calls only at 25 µM | 360,000 tested, 0.58% active; in the data active = inhibition above about 36%
# Rpn11 block = Rpn11 (PSMD14) deubiquitinase inhibitors, primary screen, biochemical, fluorescence polarization, uHTS; 26S proteasome non-ATPase regulatory subunit 14 (Homo sapiens), O00487; human 26S proteasome, Ub4-pepOG fluorescence polarization; 20S core pre-blocked with epoxomicin; calls only at 20 µM; 360,000 tested, 0.59% active;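 active = inhibition at 20 µM, scaled to each plate's controls, above about 33%, limit read from the data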
# Target sequence (O00487 whole entry, looked up): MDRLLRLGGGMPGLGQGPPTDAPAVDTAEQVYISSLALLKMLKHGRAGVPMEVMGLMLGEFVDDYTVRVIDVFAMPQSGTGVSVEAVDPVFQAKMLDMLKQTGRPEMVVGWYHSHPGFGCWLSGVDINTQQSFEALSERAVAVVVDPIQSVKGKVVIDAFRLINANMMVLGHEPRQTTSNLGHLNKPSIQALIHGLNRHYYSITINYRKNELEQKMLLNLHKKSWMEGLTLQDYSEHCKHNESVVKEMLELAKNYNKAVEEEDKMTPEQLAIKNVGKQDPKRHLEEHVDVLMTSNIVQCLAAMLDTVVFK
# Scp1 inh = Scp-1 phosphatase inhibitors, primary screen, biochemical, colorimetric, uHTS; Carboxy-terminal domain RNA polymerase II polypeptide A small phosphatase 1 (Homo …; AID 493091, 2011; inhibition, % at 20 µM; Recombinant Scp1, phosphopeptide, malachite green phosphate absorbance; 340,000 tested, 0.88% active;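 active = inhibition above about 50% at 20 µM, limit read from the data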;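 also: plate controls were DMSO wells with enzyme for no effect and wells lacking enzyme for full effect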
#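 Material: truncated SCP-1 phosphatase (76-261aa) / Buffer or medium: 50 mM Tris acetate pH 5.5, 0.005% Tween-20, 10 mM MgCl2 / Compound dosing: one concentration, 20 µM, with 1.0% DMSO / Incubation: 45 min room-temperature reaction, 5 min colour, 30 min stabiliser / Detection: colorimetric free-phosphate detection, absorbance 630 nm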
# CSN deneddyl inh = inhibitors of CSN-mediated cullin deneddylation, primary screen, biochemical, fluorescence polarization, uHTS | AID 651999, 2013 | COP9 signalosome complex subunit 5 (Homo sapiens), Q92905 | inhibition, % at 12.5 µM | 360,000 tested, 0.38% active | Purified CSN, SCF-Nedd8-OG deneddylation;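 active = pattern-corrected inhibition above about 35%, with an unprinted fluorescence ratio check between 0.5 and 1.5, limit read from the data, passing the limit was not always enough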;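 also: 0% = enzyme with substrate and 100% = substrate without enzyme; some results filed as inactive read as strong as hits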
# Target sequence (Q92905 whole entry, looked up, one chain of several): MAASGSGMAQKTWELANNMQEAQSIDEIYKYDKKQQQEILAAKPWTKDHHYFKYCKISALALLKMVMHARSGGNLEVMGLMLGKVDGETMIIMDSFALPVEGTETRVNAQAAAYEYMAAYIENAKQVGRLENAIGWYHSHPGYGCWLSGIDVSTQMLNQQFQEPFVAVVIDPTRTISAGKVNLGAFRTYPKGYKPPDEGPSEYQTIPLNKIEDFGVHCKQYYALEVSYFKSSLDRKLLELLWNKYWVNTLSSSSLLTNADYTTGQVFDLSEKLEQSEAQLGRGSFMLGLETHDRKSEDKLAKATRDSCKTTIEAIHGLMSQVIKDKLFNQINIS
#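 Detection – fluorescence polarization · System – HEK293T-derived human Csn5 enzyme · Controls – substrate-only high control, full reaction low control · Timing – 90 min, room temperature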
# * marks the source's active call; other numbers are inactive results; i = inactive; . = no result given.
SMILES,Rin1-Abl PPI inh,LMPTP inh,DNMT1 inh,NadD block,STEP inh,SUMO1 PPI mod,Neddylation inh,Rpn11 block,Scp1 inh,CSN deneddyl inh
CC(C)C(=O)N1CCN(c2ccc([N+](=O)[O-])c(NC(C)c3ccccc3)c2)CC1 (stereo not drawn),-3,2.4,-7,-1,2,-20,i,i,-9,-3
CCc1nccn1CCC(=O)NC1CCCc2c1cnn2-c1ccc(F)cc1F (stereo not drawn),1,-0.9,-1,-4,9,3,i,i,-5,0
CN(C)c1ccc(-c2nn3c(-c4ccccc4Cl)nnc3s2)cc1,1,3.7,-2,3,6,1,.,i,-14,3
O=C(NC1CCN(Cc2ccccc2)CC1)c1cccc(S(=O)(=O)Nc2ccc(F)cc2)c1,4,-3.1,-4,6,-3,-1,i,i,-2,1
COc1ccc(-c2nc3cnccn3c2NCc2ccccc2)cc1SC1CCCCC1,1,3.5,-30,2,0,1,.,i,8,7
COC(=O)c1cc(S(=O)(=O)N2CCCC2)c(Cl)cc1Cl,1,0.5,1,-1,-1,-3,i,i,-3,-1
Cc1ccc(NC(=O)N2CCN(Cc3ccc4c(c3)OCO4)CC2)cc1,-3,-0.6,-1,1,-4,0,i,i,3,-3
COc1ccc(CCNC(=O)C2CCCN2C(=O)Nc2cccc(OC)c2)cc1 (stereo not drawn),1,0.0,0,2,-2,12,i,i,-1,6
NC(Cc1ccccc1)c1csc(Nc2ccc(C(=O)NCCO)cc2)n1 (stereo not drawn),-3,1.3,-3,3,1,2,i,i,.,0
COc1ccc(CC(=O)OCC(=O)N(C)C2CCS(=O)(=O)C2)cc1OC (stereo not drawn),1,-0.7,2,-2,0,8,i,i,0,-4
Cn1c(SCC(=O)Nc2ccc(C(N)=O)cc2)nc2c(c1=O)SCC2,3,0.2,0,0,-1,-5,i,i,6,-1
Cc1ccc2cccc(SCC(=O)NCc3ccco3)c2n1,-3,-1.5,-1,-6,0,-2,.,i,-2,2
O=C(CN1C(=O)/C(=C\c2ccccc2Br)Oc2ccccc21)NCCCN1CCOCC1,-3,-3.9,-3,-8,-2,-18,.,i,-2,-1
O=C(Nc1nc2ccccc2[nH]1)c1ccc(Cl)c(S(=O)(=O)N2CCCC2)c1,-2,0.0,-4,6,4,7,i,i,-1,-5
Cc1ccc(S(=O)(=O)Oc2ccccc2-c2ccccc2)cc1,3,3.4,11,8,3,15,i,i,-10,5
CCOc1ccc(-n2c(O)cc(=O)[nH]c2=O)cc1,5,-0.6,-2,-4,-1,5,i,i,1,3
COC(=O)c1sccc1-c1ccc(/C=N/OC(=O)c2ccccc2)o1,-7,1.5,-5,6,4,-12,i,i,-7,-4
CC(=O)Oc1ccc([C@@H]2COc3c(ccc4c3C=CC(C)(C)O4)C2)c(OC(C)=O)c1,-2,4.0,-1,-1,0,2,i,i,-4,-4
CCOc1ccc(S(=O)(=O)N2CCCCC2)cc1NC(=O)Cc1ccccc1,-1,1.1,0,-3,0,4,i,i,-10,1
COc1ccc(/C=C/C(=O)NCCCc2ccccc2)cc1,-2,-0.1,11,1,-2,-1,i,i,3,-10
Cc1nn(-c2ccccc2)c(=O)c2ccccc12,-2,-1.4,-2,1,-2,-1,i,i,-7,1
CCOC(=O)Cc1cc(-c2ccc(O)cc2)nc2ccc3ccccc3c12,-6,0.8,-10,3,-4,-1,i,i,-8,4
CC(C)(C)c1ccc(OCC(=O)NNC(=O)C2CCCO2)cc1 (stereo not drawn),-2,-0.2,1,1,-1,-2,i,i,-3,1
CCOC(=O)c1cnc(SC2CC(=O)N(c3ccc(OC)c(OC)c3)C2=O)nc1N (stereo not drawn),-1,-1.6,0,-4,0,3,i,i,-6,-3
CCCNCc1cc(OC)c(OCC(=O)NCCc2ccccc2)cc1Br,-4,-2.8,5,-12,-2,2,i,i,-3,-1
Cc1ccc(C(C)C)c(OCC(=O)NNC(=O)C(C(C)C)N2C(=O)c3ccccc3C2=O)c1 (stereo not drawn),0,1.0,-6,0,0,2,i,i,-7,-1
O=C(CNC(=O)c1ccc(Br)o1)Nc1cccc(-c2cnc3ccccc3n2)c1,0,-1.4,1,1,-5,-9,i,i,2,1
Cc1ccc(C(=O)NCC(=O)OCc2nnc(-c3ccccc3)o2)cc1,2,-2.7,-1,-2,0,2,i,i,1,3
CSCCC(NC(=O)COc1ccccc1)C(=O)NC1CCC(C)CC1 (stereo not drawn),0,0.2,2,-3,-1,-35,i,i,-8,-6
CC1=NNC(=O)C1CC(=O)N/N=C/c1sccc1C (stereo not drawn),0,0.0,4,-6,-1,-10,i,i,-7,-1
C=CCN1C(=O)c2ccc(C(=O)NCC(c3ccccc3)N(C)C)cc2C1=O (stereo not drawn),-2,-0.7,3,-3,1,-28,i,i,-6,-4
O=C(Nc1sc2c(c1CN1CCOCC1)CCC2)c1ccc(F)cc1,1,-0.7,-4,1,-1,1,.,i,-5,2
O=C(N/N=C/c1cn(-c2ccccc2)nc1-c1cc2ccccc2o1)c1cccnc1,-1,6.5,-3,13,-1,-2,i,i,-10,0
Cc1cc(C)n(CCCNC(=O)c2ccc(S(=O)(=O)NCc3ccco3)cc2)n1,-2,0.2,-5,0,1,-4,i,i,-8,2
O=c1n(Cc2ccccc2)c(O)c2n1Cc1ccccc1N=C2c1ccccc1,0,-0.7,1,-1,-1,2,i,i,.,3
C[C@H](CO)N1C[C@H](C)[C@@H](CN(C)C(=O)Nc2ccccc2)Oc2c(NS(=O)(=O)c3ccccc3)cccc2C1=O,-1,0.0,4,5,0,0,i,i,-8,2

# Arranged by SMILES length (smallest number first): 5 of the compounds above
SMILES,Rin1-Abl PPI inh,LMPTP inh,DNMT1 inh,NadD block,STEP inh,SUMO1 PPI mod,Neddylation inh,Rpn11 block,Scp1 inh,CSN deneddyl inh
CC1=NNC(=O)C1CC(=O)N/N=C/c1sccc1C (stereo not drawn),0,0.0,4,-6,-1,-10,i,i,-7,-1
CCCNCc1cc(OC)c(OCC(=O)NCCc2ccccc2)cc1Br,-4,-2.8,5,-12,-2,2,i,i,-3,-1
O=C(Nc1sc2c(c1CN1CCOCC1)CCC2)c1ccc(F)cc1,1,-0.7,-4,1,-1,1,.,i,-5,2
Cc1ccc(C(=O)NCC(=O)OCc2nnc(-c3ccccc3)o2)cc1,2,-2.7,-1,-2,0,2,i,i,1,3
C[C@H](CO)N1C[C@H](C)[C@@H](CN(C)C(=O)Nc2ccccc2)Oc2c(NS(=O)(=O)c3ccccc3)cccc2C1=O,-1,0.0,4,5,0,0,i,i,-8,2

# New compounds follow
SMILES,Rin1-Abl PPI inh,LMPTP inh,DNMT1 inh,NadD block,STEP inh,SUMO1 PPI mod,Neddylation inh,Rpn11 block,Scp1 inh,CSN deneddyl inh
CCOc1ccc(C(=O)CCC(=O)NNC(=O)c2ccncc2)cc1,-1,-0.9,-1,-7,-2,0,i,i,-6,-2
O=C(Cc1ccccc1)Nn1c(-c2ccccc2F)nc2ccccc2c1=O,1,0.2,-2,-2,1,0,i,i,-7,-2
CCOc1ccc(C2C(C(=O)c3ccco3)=C(O)C(=O)N2CCN2CCOCC2)cc1OCC (stereo not drawn),-6,-3.3,0,-3,-1,-6,i,i,-4,-2
Cc1ccc(-c2csc3ncn(CC(=O)OC(C)C)c(=O)c23)cc1,1,1.2,5,-7,-1,7,i,i,-5,0
CCOC(=O)c1ccc(NC(=O)CSc2nnc(COc3ccccc3OC)n2C)cc1,3,0.9,-5,10,-2,-2,i,i,2,3
CCOC(=O)C1CCN(c2ncnc3c2oc2ccccc23)CC1,1,0.0,2,1,0,1,i,i,-3,7
Nc1cnc(-c2ccccc2)nc1Cl,2,-0.9,5,-3,0,-2,i,i,16,4
Cc1ccccc1-c1cc(C(=O)N/N=C/c2cccnc2)c2ccccc2n1,-2,-0.3,-1,6,1,-5,i,i,-13,2
CC(=O)NCCC(=O)Nc1cc(S(=O)(=O)Nc2ccc(Cl)cc2)ccc1N1CCCC1,-1,-0.1,-7,-6,6,-1,i,i,4,3
COc1ccccc1N1CC=C(c2cccc([N+](=O)[O-])c2)NC1=O,3,-0.9,-7,0,2,-28,i,i,1,3
CCOC(=O)c1c(NC(=O)c2ccc(Cl)cc2)csc1C,-2,0.2,6,5,2,0,i,i,-9,4
COC(=O)C1C2CC3c4[nH]c5cc(OC)ccc5c4CCN3CC2CC(O)C1OC (stereo not drawn),-1,0.0,-7,4,-3,-1,i,i,-1,6
COCCCN1C(=O)/C(=C\c2cccs2)C(C(=O)OC)=C1C,-2,-0.6,-1,-8,-3,-4,i,i,-2,5
O=C(CSc1nc2ccccc2nc1N1CCOCC1)Nc1ccccc1F,0,0.3,-5,-3,0,-6,i,i,-17,1
CN(C)c1nc(Oc2ccc(=O)n(C)n2)nc(N2CCOCC2)n1,2,0.4,-1,-2,-4,2,i,i,0,-1

# A portion from further up:
SMILES,Rin1-Abl PPI inh,LMPTP inh,DNMT1 inh,NadD block,STEP inh,SUMO1 PPI mod,Neddylation inh,Rpn11 block,Scp1 inh,CSN deneddyl inh
CCOc1ccc(C(=O)CCC(=O)NNC(=O)c2ccncc2)cc1,-1,-0.9,-1,-7,-2,0,i,i,-6,-2
O=C(Cc1ccccc1)Nn1c(-c2ccccc2F)nc2ccccc2c1=O,1,0.2,-2,-2,1,0,i,i,-7,-2
CCOc1ccc(C2C(C(=O)c3ccco3)=C(O)C(=O)N2CCN2CCOCC2)cc1OCC (stereo not drawn),-6,-3.3,0,-3,-1,-6,i,i,-4,-2
Cc1ccc(-c2csc3ncn(CC(=O)OC(C)C)c(=O)c23)cc1,1,1.2,5,-7,-1,7,i,i,-5,0
CCOC(=O)c1ccc(NC(=O)CSc2nnc(COc3ccccc3OC)n2C)cc1,3,0.9,-5,10,-2,-2,i,i,2,3
CCOC(=O)C1CCN(c2ncnc3c2oc2ccccc23)CC1,1,0.0,2,1,0,1,i,i,-3,7
Nc1cnc(-c2ccccc2)nc1Cl,2,-0.9,5,-3,0,-2,i,i,16,4
